PRMT1 FP inh: blocks human protein arginine methyltransferase 1; Q99873; recombinant PRMT1, activity-based probe fluorescence polarization; inhibition, % at 2.79 µM; hit rate 1.3% among 370,000; AID 652257;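 active means inhibition above about 21% made by adding two undisclosed values, limit read from the data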
Rev-erbA mod: modulators of human Rev-erb alpha DNA binding | P20393 | Rev-erbα–FITC-DNA binding, fluorescence polarization, 90 min | activity, % at 10 µM | hit rate 0.79% among 370,000 | AID 1259318;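 active means activity above about 14%, limit read from the data; passing the limit was not always enough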;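 further: 0% = DMSO wells with 35 nM protein and 100% = DMSO wells with 750 nM protein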
LEDGF integ inh: blocks HIV-1 LEDGF/p75-dependent DNA integration | TR-FRET IN-LEDGF/p75 DNA integration, Eu/Cy5 | inhibition, % at 3.7 µM | hit rate 0.64% among 370,000 | AID 743269;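 active means inhibition above the screen-wide mean plus 3 SD, cut at about 13% in these data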;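 further: signal is the Cy5 over europium emission ratio at 671 and 618 nm; 0% = plate median of compound wells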
mABHD4 FP: inhibits mouse alpha/beta hydrolase domain 4. Q8VD66. purified mABHD4, FP-Rh probe fluorescence polarization. inhibition, % at 8.92 µM. hit rate 0.54% among 370,000. AID 720543;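 active means inhibition exceeding the mean over every tested compound plus 3 SD, cut at about 30% in these data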;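 further: 0% = plate median of compound wells and 100% = S159A mutant with DMSO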
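Assay system: Wild-type mouse ABHD4 protein | Medium: HEPES pH 7.0 buffer, 150 mM NaCl, 0.01% Pluronic F-127 | Incubation: Enzyme–compound pre-incubation 45 min, then probe 60 min, both 25 °C | Technique: Fluorescence polarization with parallel and perpendicular emission, 525/598 nm | Evaluation: % inhibition of FP-Rh probe binding versus controls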
rCAG RNA binder: binds r(CAG) RNA repeats. inhibition, % at 3 µM. hit rate 1.3% among 370,000. AID 651821. r(CAG) RNA repeat, TO-PRO-1 dye displacement fluorescence;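 active means inhibition above the plate cutoff, the mean of all test compounds on that plate plus 3 SD, cut at about 35% in these data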;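 further: 0% = DMSO alone and 100% = 100 µM mitoxantrone as full dye displacement; higher means more dye released from RNA so lower well fluorescence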
TCR CD3 inh: blocks the human TCR-CD3 interaction; TAMRA-labeled TCR probe fluorescence, biochemical; inhibition, % at 9.4 µM; hit rate 0.37% among 360,000; AID 651800; in the data active means inhibition above about 19%;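 further: recombinant mutant TCR 2C K166C tagged with TAMRA read by polarization; 0% = receptor in buffer alone and 100% = receptor with positive control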
PG9 binder: binds the HIV-1 gp120 antibody PG9. TR-FRET gp120-PG9 antibody binding. inhibition, % at 6.7 µM. hit rate 0.43% among 360,000; in the data active means inhibition above about 8.5%
UHRF1 binding: UHRF1 methyl-DNA binding inhibition; hit rate 0.75% among 370,000; AID 687016; UHRF1 binding to methylated oligo, TR-FRET; Q96T88; inhibition, % at 4.4 µM; in the data active means inhibition above about 21%;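 further: UHRF1 SRA domain binding a hemimethylated CpG hairpin DNA probe; 0% = median of test compound wells and 100% = reference inhibitor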
Target sequence (Q96T88 whole entry, looked up, the tested form may be a part): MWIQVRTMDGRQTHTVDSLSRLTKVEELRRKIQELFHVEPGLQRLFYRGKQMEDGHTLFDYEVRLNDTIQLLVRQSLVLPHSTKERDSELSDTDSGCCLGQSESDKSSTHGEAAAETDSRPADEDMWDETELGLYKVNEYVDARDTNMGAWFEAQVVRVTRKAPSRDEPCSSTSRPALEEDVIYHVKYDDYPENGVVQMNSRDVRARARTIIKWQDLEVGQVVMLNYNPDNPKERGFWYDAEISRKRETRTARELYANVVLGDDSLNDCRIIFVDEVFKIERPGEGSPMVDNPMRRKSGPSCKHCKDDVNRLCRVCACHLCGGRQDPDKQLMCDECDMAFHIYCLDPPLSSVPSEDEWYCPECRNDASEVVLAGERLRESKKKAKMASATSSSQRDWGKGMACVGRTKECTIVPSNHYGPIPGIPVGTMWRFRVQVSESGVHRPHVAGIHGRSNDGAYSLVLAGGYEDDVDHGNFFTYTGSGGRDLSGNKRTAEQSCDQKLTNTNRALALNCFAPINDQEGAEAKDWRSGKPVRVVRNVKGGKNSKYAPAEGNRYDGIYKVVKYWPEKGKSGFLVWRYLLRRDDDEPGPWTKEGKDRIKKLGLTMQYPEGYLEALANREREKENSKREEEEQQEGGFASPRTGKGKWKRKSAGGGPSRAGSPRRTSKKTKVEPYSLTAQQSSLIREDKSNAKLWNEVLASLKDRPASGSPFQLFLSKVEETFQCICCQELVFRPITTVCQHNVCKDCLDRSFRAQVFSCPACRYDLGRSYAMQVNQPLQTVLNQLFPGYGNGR
MBD2 DNA inh: blocks human MBD2 binding to methylated DNA | TR-FRET, MBD2 binding to methylated oligonucleotide | inhibition, % at 4.4 µM | hit rate 0.31% among 370,000 | AID 686964; in the data active means inhibition above about 13%
HTRA1 inh: HTRA1 (human) protease inhibition; recombinant HTRA1, FP-rhodamine activity-based probe, fluorescence polarization; hit rate 0.5% among 340,000; inhibition, % at 5.96 µM; in the data active means inhibition above about 36%;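 further: 0% = enzyme with DMSO and 100% = wells lacking enzyme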
* hit, by the source's call; nt = not tested or not shown. This is a subset; count on the stated rates, not on these rows.

Each structure is followed by: PRMT1 FP inh	Rev-erbA mod	LEDGF integ inh	mABHD4 FP	rCAG RNA binder	TCR CD3 inh	PG9 binder	UHRF1 binding	MBD2 DNA inh	HTRA1 inh
COc1ccc(S(=O)(=O)N2CCC(NC(=O)C3CCCCC3)CC2)cc1
    -6	0	4	-4	0	-2	0.4	5	4	11
c1cc(CN2CCCCC2)cc(OCCCNc2nc3ccccc3s2)c1
    -6	-3	3	7	1	2	0.5	-2	0	3
CCc1cccc(NC(=O)C2CCCN(S(=O)(=O)c3cccnc3)C2)c1 (stereo unspecified)
    -2	4	-2	2	-1	8	0.6	0	-2	-6
CN(C)C(=O)C1Cc2ccccc2CN1S(=O)(=O)c1ccc(F)cc1 (stereo unspecified)
    2	-2	-5	2	-6	-9	0.0	6	2	3
O=C(O)c1ccccc1C(=O)NC1CCN(c2nccc(C(F)(F)F)n2)CC1
    -2	-6	4	-5	3	-8	1.3	3	2	-4
CCOc1ncccc1C(=O)NCCc1ccc(OC)cc1
    -3	-5	-3	3	-3	6	-0.3	0	-3	-1
Cc1cccn2c(=O)c3cc(C(=O)N4CC(C)CC(C)C4)sc3nc12 (stereo unspecified)
    -3	11	2	-9	2	-5	-1.3	6	2	-8
CCOC(=O)N1CCN(C(=S)NC(C)(C)C)CC1
    2	-2	-2	1	-1	2	-1.0	1	0	10
CC(=O)NC1C(Oc2cccc(C)c2)OC2COC(c3ccco3)OC2C1O (stereo unspecified)
    -4	1	8	3	0	-3	-1.1	1	-1	7
CC1c2[nH]c3ccccc3c2C[C@H]2C(=O)N(CCO)CC(=O)N12 (stereo partly specified)
    3	-5	-3	11	1	-3	1.4	3	-4	7
COc1ccccc1C(=O)COC(=O)CN1C(=O)c2ccccc2C1=O
    6	-6	-2	5	-5	-9	0.3	2	1	-2
CCCN(CCC)Cc1c(C(=O)N/N=C/C(C)=C\c2ccccc2)nnn1-c1nonc1N
    -1	1	7	-1	4	5	-1.2	-4	-1	-4
O=C(CSc1cn(CCNC(=O)c2c(F)cccc2F)c2ccccc12)NCC1CCCO1 (stereo unspecified)
    1	3	1	5	-3	2	-0.8	-1	-1	2
COc1ccccc1N1CCN(C(=O)c2cc(C(=O)N3CCN(c4ccccc4OC)CC3)cc([N+](=O)[O-])c2)CC1
    -4	-1	1	-5	-2	-2	0.1	-1	-4	4
O=C(O)CCSc1ccccn1
    19	-1	1	6	1	1	-4.1	0	7	3
CCOC(=O)Cc1csc(NS(=O)(=O)c2ccc(C(F)(F)F)cc2)n1
    -4	5	4	-11	31	0	-1.8	-1	-3	nt
CCCCNS(=O)(=O)c1ccc2nc(SCC(N)=O)[nH]c2c1
    3	-2	-7	7	-2	-4	-0.9	5	4	0
CCN(CC)Cc1nc2nc(Cl)c(Cl)nc2[nH]1
    0	-1	-2	-5	11	-5	0.3	0	3	10
CC1CCCC(C)N1C(=O)COC(=O)Cn1cnc2c1c(=O)n(C)c(=O)n2C (stereo unspecified)
    -2	-6	2	3	-3	-7	1.3	3	-1	1
CCCCNC(=O)C1CCN(S(=O)(=O)c2cnc[nH]2)CC1
    0	0	0	-3	2	0	-0.3	0	-4	-6
C[C@@H]1CN([C@@H](C)CO)C(=O)CCCn2cc(nn2)CO[C@H]1CN(C)S(=O)(=O)c1ccc2c(c1)OCCCO2
    2	-1	-1	2	1	-7	-3.2	-1	2	3
Cc1ccc(N(CC(N)=O)C2SC(=O)N(Cc3cccc(C(=O)O)c3)C2=O)cc1 (stereo unspecified)
    1	3	-1	1	4	-4	-0.8	1	3	-2
CN(C)C(=O)COC(=O)c1cc(Cl)cc(Cl)c1N
    0	0	3	-8	0	-7	1.1	-3	-3	2
CCN1CCCC1CNc1ccc(S(C)(=O)=O)cc1[N+](=O)[O-] (stereo unspecified)
    -3	1	1	3	1	7	1.0	-7	1	-1
C#CCNC(=O)C1=C[C@H](c2coc3ccccc3c2=O)C[C@H](OCc2ccc(CO)cc2)O1
    1	-2	1	1	-4	-4	0.0	6	0	-15
CCOc1ccccc1NC(=O)C(OC(=O)c1cc(C)oc1C)c1ccccc1 (stereo unspecified)
    -2	6	-1	-13	-3	0	0.5	-1	-4	-44
Cc1oc(-c2ccccc2F)nc1CSCC(=O)NC1CCC(C)CC1 (stereo unspecified)
    3	7	0	-1	-4	10	0.1	0	1	-7
CCN(C(=O)COc1ncnc2ccc(Br)cc12)C1CCS(=O)(=O)C1 (stereo unspecified)
    1	-1	2	-1	-3	7	1.3	1	-3	2
CN(C(=O)C1CCC(=O)N(C2CC2)C1)C1CCCCC1 (stereo unspecified)
    2	3	-5	-4	-4	-1	-0.3	5	3	2
CCN(CC(=O)NCc1cccs1)C(=O)/C=C/c1cc(Br)ccc1OC(F)F
    11	-6	-4	0	4	3	-0.1	-1	0	-15
Cc1cc(C(=O)Nc2ccccc2C)on1
    0	3	2	1	0	1	-2.4	-1	1	11
CC1(C)CC(=O)C(C=N)=C(O)C1
    2	-1	1	4	-3	-5	-1.9	1	5	10
C#Cc1ccc(CN2CCC(Oc3ccc(C(=O)NCc4ccccn4)cc3)CC2)cc1
    2	1	-1	-2	-6	6	0.6	1	4	-18
Nc1cc([N+](=O)[O-])ccc1Nc1ccccc1
    1	2	2	13	4	2	-5.0	-8	-8	-1
NC(=S)NNc1cccc2cccnc12
    21	-37	11	32*	15	19*	-1.5	15	0	46*
COc1ccc(Cc2nc(-c3cccc(C)c3)no2)cc1
    -2	5	-2	-6	-3	5	-4.2	2	-4	-22
CCOCCCNC(=O)CNC(=S)N(Cc1ccc(C)cc1)Cc1ccco1
    -1	-2	5	-4	-9	3	-0.8	4	-4	-8
O=C(CN1CCCC1)NC12CC3CC(CC(C3)C1)C2
    1	-11	2	1	-2	1	-1.3	0	-4	-2
Cc1ccc(C)c(NC(=O)CN(C)C(=O)c2sccc2C)c1
    -2	2	0	0	-4	-2	-0.4	0	-1	-9
COc1cc(F)ccc1Oc1cccc2c1S(=O)(=O)N([C@H](C)c1ccccc1)C[C@@H](COCc1ccccc1)O2
    -1	1	1	-2	2	1	0.7	1	-2	nt

The final two compounds of the part before lead into the next.
Each structure is followed by: PRMT1 FP inh	Rev-erbA mod	LEDGF integ inh	mABHD4 FP	rCAG RNA binder	TCR CD3 inh	PG9 binder	UHRF1 binding	MBD2 DNA inh	HTRA1 inh
Cc1ccc(C)c(NC(=O)CN(C)C(=O)c2sccc2C)c1
    -2	2	0	0	-4	-2	-0.4	0	-1	-9
COc1cc(F)ccc1Oc1cccc2c1S(=O)(=O)N([C@H](C)c1ccccc1)C[C@@H](COCc1ccccc1)O2
    -1	1	1	-2	2	1	0.7	1	-2	nt
Cc1cc(Nc2ccccc2)c2c([N+](=O)[O-])c(C)cc(C)c2n1
    -2	5	-2	-3	0	1	-3.0	0	1	-10
COC(=O)CNC(=O)Cn1c(=O)n(Cc2ccc(F)cc2)c(=O)c2sccc21
    -1	8	5	-1	0	-9	-2.1	7	1	5
CC(Nc1n[nH]c(=O)[nH]c1=O)C(=O)N/N=C/c1ccccc1 (stereo unspecified)
    -2	-2	0	-2	0	2	1.1	-2	3	-1
O=[N+]([O-])c1ccc(COc2ccc(-c3[nH]ncc3-c3ccc(Cl)cc3)c(O)c2)cc1
    -3	3	2	-7	9	6	-3.8	-5	1	-18
CCOc1ccc(S(=O)(=O)N(C)CCO)cc1-c1nc2c(C(C)(C)C)nn(C)c2c(=O)[nH]1
    3	-1	-1	-1	-5	-2	-0.8	3	-2	-3
CCS(=O)(=O)N1Cc2cc(C(=O)NCCOC)nc(-c3cccc(-c4ccncc4)c3)c2[C@H]1CCO
    -3	1	-4	5	1	5	-1.8	-2	-3	nt
Cc1ccc2[nH]c3c(=O)n(CCCN4CCN(C)CC4)cnc3c2c1
    -3	-4	4	-1	-2	2	1.2	0	3	1
Cc1ccc(OCC(=O)O/N=C(\N)Cc2ccc([N+](=O)[O-])cc2)cc1C
    9	0	-2	-2	-2	-4	-0.6	2	3	0
Cc1ccc(-c2ccc(/C=N/n3cnnc3)o2)cc1Cl
    3	-4	2	-10	2	4	-0.2	-6	-4	-15
CCC(C)NC(=O)C1(O)c2ccccc2NC(=O)N1c1ccc(C)c(C)c1 (stereo unspecified)
    -2	-1	2	-11	1	3	-1.2	3	1	3
O=C(NC(=S)N1CCCC1)c1cccc([N+](=O)[O-])c1
    -5	-8	5	5	1	7	-1.1	-5	2	-3
C[n+]1cccc(C(=O)O)c1
    3	-4	0	2	0	-4	-1.1	1	10	2
O=C(CN(c1ccc(F)cc1)S(=O)(=O)c1ccc2c(c1)OCCO2)NCc1ccncc1
    -3	-3	1	2	0	2	-0.3	1	3	2
COc1ccc(C(=O)NC(C(=O)NCC2CCCO2)C(C)C)cc1 (stereo unspecified)
    -3	-1	4	2	1	-5	0.8	1	0	7
Cc1cc(C)n(-c2nnc(C)n2/N=C/c2ccco2)n1
    2	-5	3	6	-2	-1	0.0	-1	1	3
Cc1ccc(NC(=O)C2CCN(S(=O)(=O)c3ccc(C(C)(C)C)cc3)CC2)cc1S(=O)(=O)N1CCOCC1
    -2	-6	4	2	1	4	-1.8	0	-8	-25
Cc1ccc(C2=NNC(C(O)C(O)C(O)C(C)O)S2)cc1 (stereo unspecified)
    9	-5	0	4	4	1	-1.0	-3	-4	1
COc1ccc(OC)c(S(=O)(=O)N2CCCC(N3CCN(c4ccccc4)CC3)C2)c1 (stereo unspecified)
    0	-3	-1	-7	-1	-17	-1.2	-1	-6	0

Compound activity (PubChem)
